# Epigenetic reg: regulators of epigenetic silencing causing reporter derepression in mouse cells | 280,000 tested, 0.2% active | Potency, µM (titrated, usually from 53.9 µM), for inactives: at the top dose GFP activation, actives largely listed as activators | murine LDR cells, GFP reporter derepression, 30 h; also: potency is read from the fitted curve at half-maximal effect; % of control where 0% means no effect; nearly all actives have a fitted effect of over 60% in size
#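 Murine LDR cells carrying a silenced, genomically integrated CMV-driven GFP reporter were exposed to compound for 30 hours at 37 C. After PBS washes, GFP-positive cells (20–120 um objects) were counted by laser-scanning microplate cytometry.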
# CBFb-RUNX1 inh: blocks binding between human CBF-beta and RUNX1 | 230,000 tested, under 10 active | Q01196+Q13951 | AlphaScreen CBFb-His/RUNX1-biotin binding, biochemical | Potency, µM (doses to about 59.8 µM), for inactives: top-dose activity, negative = inhibition, hits mostly inhibitors | AID 1477; also: % of control where 0% means no effect
# Target sequence (Q01196 whole entry, looked up): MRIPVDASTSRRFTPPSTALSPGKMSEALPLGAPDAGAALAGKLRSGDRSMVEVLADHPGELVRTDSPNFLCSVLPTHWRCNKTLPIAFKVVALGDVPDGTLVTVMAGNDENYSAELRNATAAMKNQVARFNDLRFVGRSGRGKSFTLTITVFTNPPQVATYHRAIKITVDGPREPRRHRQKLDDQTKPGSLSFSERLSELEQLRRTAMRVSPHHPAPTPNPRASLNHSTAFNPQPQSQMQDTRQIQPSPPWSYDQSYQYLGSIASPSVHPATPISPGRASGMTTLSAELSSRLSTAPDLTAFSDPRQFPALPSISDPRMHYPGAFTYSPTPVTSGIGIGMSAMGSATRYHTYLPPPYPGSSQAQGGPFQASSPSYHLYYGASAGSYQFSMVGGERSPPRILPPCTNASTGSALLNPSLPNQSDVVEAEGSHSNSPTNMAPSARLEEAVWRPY
# Target sequence (Q13951 whole entry, looked up): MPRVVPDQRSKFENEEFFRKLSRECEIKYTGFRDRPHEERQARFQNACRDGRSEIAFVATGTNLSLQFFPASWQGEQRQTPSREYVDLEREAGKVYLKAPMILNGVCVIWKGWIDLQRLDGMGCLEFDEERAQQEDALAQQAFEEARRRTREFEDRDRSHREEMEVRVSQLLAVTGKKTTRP
#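 AlphaScreen proximity signal reports loss of binding between His-tagged CBF-beta and biotin-labelled RUNX1, each at 30 nM. Proteins are pre-associated for 20 minutes, compounds added for 15 minutes, then beads for 90 minutes, all at ambient temperature.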
# Luc counter: blocks Kinase-Glo luciferase, a counter-screen artifact; Q27757; 200,000 tested, 0.28% active; Potency, µM (doses to about 38.3 µM), inactives show top-dose activity change, negative = inhibition, hits mostly inhibitors; Kinase-Glo luciferase, ATP luminescence, 8 min; also: potency is read from the fitted curve at half-maximal effect; % is scaled to controls: 0 for no effect and ±100 for the full control effect; nearly all actives have a fitted effect of over 60% in size
#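 Kinase-Glo luciferase light output from ATP and luciferin was measured with 10 uM ATP, within the enzyme's linear range. Buffer: 50 mM imidazole pH 7.2, 50 mM KCl, 7 mM MgCl2, 0.01% Tween 20, 0.05% BSA; luminescence read after 8 min at ambient temperature.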
# HttQ103 aggreg: reduces HttQ103-GFP aggregates in PC12 cells; PC12 HttQ103-GFP aggregates, Acumen cytometry, 40 h; Potency, µM (series often up to 46.1 µM), for the others: at the highest dose activity change, negative = inhibition, usual class: inhibitors; 220,000 tested, 1.1% active; AID 1688; also: potency is read from the fitted curve at half-maximal effect; % is scaled to controls: 0 for no effect and ±100 for the full control effect; nearly all actives have a fitted effect of over 60% in size
#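 Read-out: GFP aggregate count by laser scanning cytometer (488 nm excitation, 500-530 nm emission, 1–25 µm objects >6 SD above background). Cells: PC12, inducible HTTex1-Q103-GFP, 100 nM tebufenozide; compounds titrated.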
# L3MBTL1 inh: inhibitors of human L3MBTL1. AlphaScreen L3MBTL1–H3K9me1 peptide binding. 230,000 tested, 0.66% active. Potency, µM (top dose mostly 57.1 µM), inactives show at the top dose activity, negative = inhibition, most hits filed as inhibitors. Q9Y468; also: potency is read from the fitted curve at half-maximal effect; % is scaled to controls: 0 for no effect and ±100 for the full control effect; nearly all actives have a fitted effect of over 60% in size
#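 L3MBTL1 (50 nM) pre-complexed 30 min with biotinylated H3(1-15)K9me1 peptide (75 nM), then compounds added for 30 min at room temperature; AlphaScreen streptavidin donor/nickel chelate acceptor beads (10 ug/mL final) read after 30 min dark incubation.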
# NPSR antagonist: neuropeptide S receptor (human) antagonism, cAMP; CHO-NPSR cells, cAMP TR-FRET, antagonist mode; Potency, µM (highest dose often 38.3 µM), without a hit: at the top dose activity change, negative = inhibition, hits mostly inhibitors; 220,000 tested, 1% active; AID 1461; also: potency is read from the fitted curve at half-maximal effect; % is scaled to controls: 0 for no effect and ±100 for the full control effect; nearly all actives have a fitted effect of over 50% in size; many of its hits are not listed in these tables
# Target sequence (Q6W5P4 whole entry, looked up): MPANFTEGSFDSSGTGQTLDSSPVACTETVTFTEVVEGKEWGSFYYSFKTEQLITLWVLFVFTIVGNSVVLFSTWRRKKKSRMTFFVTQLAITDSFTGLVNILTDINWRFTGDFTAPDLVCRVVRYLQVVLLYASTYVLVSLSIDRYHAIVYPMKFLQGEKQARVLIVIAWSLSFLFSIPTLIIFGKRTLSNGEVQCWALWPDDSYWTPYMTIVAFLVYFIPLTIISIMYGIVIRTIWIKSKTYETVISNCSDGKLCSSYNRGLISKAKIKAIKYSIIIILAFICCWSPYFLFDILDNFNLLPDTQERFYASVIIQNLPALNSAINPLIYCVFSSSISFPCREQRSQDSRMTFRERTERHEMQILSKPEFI
# IMPase Li inh: membrane-permeable IMPase blocker, potentiated with lithium; CHO-M1 cells, IP1 TR-FRET (IP-One), carbachol + lithium; Potency, µM (doses to about 59.4 µM), for inactives: top-dose activity, negative = IMPase inhibition, actives largely listed as inhibitors; 210,000 tested, 0.35% active; AID 1457;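 also: IP1 builds up when IMPase is blocked and the TR-FRET signal falls; potency is read from the fitted curve at half-maximal effect; plate controls were basal vehicle for no effect and high inhibitor control for full effect; nearly all actives have a fitted effect of over 50% in size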
#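 Readout is a homogeneous TR-FRET IP1 immunoassay (Ex 320, Em 665 and 620), where raised cytosolic IP1 lowers signal. Cells were CHO-M1 treated 30 min at 37C with test compounds plus a little lithium; AC50 values came from Hill-equation fitting.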
# Active calls of the source: *; ? = inconclusive; · = no result given; [ ] = another dose, or the depositor's remark. Calls follow the shape of the dose curve; as a rule, active = well fitted curve in the direction sought with a large enough effect; inconclusive = small, poorly fitted or top-dose-only effect, or another doubt; inactive = no such curve, though single readings can be large; an effect the other way counts as inactive or inconclusive.
# Every second line gives: Epigenetic reg	CBFb-RUNX1 inh	Luc counter	HttQ103 aggreg	L3MBTL1 inh	NPSR antagonist	IMPase Li inh
> CC1CC2(CC(C)(C(=O)CSc3n[nH]c(-c4ccccc4Cl)n3)OC2=O)C(=O)O1 (stereo unspecified)
    0.0%	3%	1%	16%	·	-10%[46.1 µM]	19%[38.3 µM]
> Cc1c(C(=O)N2CCCC2)sc(NC(=O)c2cccs2)c1C#N
    -0.2%	4%	-1%	?	6%	-2%[46.1 µM]	17%[38.3 µM]
> Cc1cc(=O)oc2c(CN3CC(C)OC(C)C3)c(O)c(Cl)cc12 (stereo unspecified)
    -0.7%[10.1 µM]	5%	-4%	7%[9.22 µM]	?	0%	-19%
> CC(=O)c1c(C)[nH]c(C(=O)OCC(=O)Nc2cc(S(=O)(=O)N3CCCCC3)ccc2C)c1C
    ?	0%	1%	5%	-3%	5%	16%
> COc1cc(/C=C2\SC(=S)N(NC(=O)c3ccncc3)C2=O)ccc1O
    -1.0%	-8%	·	-16%[9.22 µM]	-26%	51%	·
> COc1ccc(C2C(C(=O)NCc3ccccc3)=C(C)Nc3ncnn32)cc1OC (stereo unspecified)
    -1.0%	-4%	-3%	-2%	·	-9%[46.1 µM]	18%[38.3 µM]
> O=C(N/N=C\c1ccccc1O)c1ccccc1O
    11%	4%[21.7 µM]	?	·	·	·	3%
> COc1cccc([C@@H]2Oc3ccc(OC)cc3C[C@H]2OC(=O)Nc2ccc(OC(F)F)cc2)c1
    -1.1%	?	-2%	·	·	·	40%[activator]
> Nc1nc(SCC(=O)NCc2ccc3c(c2)OCO3)n[nH]1
    1.1%	13%	3%	7%	-2%[11.4 µM]	7%	-6%
> CCCCN(C(=S)NC(=O)c1cc(OC)c(OC)c(OC)c1)c1c(N)n(Cc2ccccc2)c(=O)[nH]c1=O
    -3.0%	2%	0%	17%	1%	7%	5%
> COC1CCCCC1Nc1cccc(SC)c1 (stereo unspecified)
    1.8%	0%	0%	11%	-2%	9%[46.1 µM]	19%[38.3 µM]
> c1ccc(Nc2ccccc2Nc2ccccn2)nc1
    -0.8%	-7%	2%	4%	-9%	-23%[46.1 µM]	9%
> C/C(=N/OC(=O)CC(C)C)c1cc(-c2ccc(Cl)cc2)no1
    1.1%	8%	-1%	13%	-3%[11.4 µM]	-5%	-1%
> CC(=O)NCCOc1cccc(OCCNC(C)=O)c1
    1.2%	-9%	-2%	-15%	-5%	-3%[46.1 µM]	-2%
> COc1ccc(N2CCN(C(=O)c3ccc(N(C)S(=O)(=O)c4ccc(OC)cc4)cc3)CC2)cc1
    2.2%	-29%	1%	6%[9.22 µM]	-1%	14%	29%
> Cc1onc(-c2ccccc2)c1CNS(=O)(=O)c1ccccc1
    -0.3%	-1%	·	-21%[9.22 µM]	0%	?	·
> COCCCN=C1NN=C(c2cc(C)n(-c3ccccc3)c2C)CS1
    -1.0%	-6%	2%	8%	-11%	-6%	-1%
> Cc1ccc(S(=O)(=O)n2[nH]c(=O)c(CCO)c2C)cc1
    -7.2%	-1%	5%	-3%	4%	3%	1%
> COc1cc2c(cc1OC)C(c1cc3cc4c(cc3[nH]c1=O)OCO4)N(C(=O)C(C)C)CC2 (stereo unspecified)
    0.0%	6%	6%	1%	-1%	-1%[46.1 µM]	7%
> CC1Cc2ccccc2N1C1=CC(=O)CC(C)(C)C1 (stereo unspecified)
    -0.9%	0%	1%	6%	8%	3%	2%
> Cc1cc(C)c(C(=O)CSc2nnc(-c3cccnc3)n2C)c(C)c1
    1.0%	5%	-3%	2%	·	-2%[46.1 µM]	6%[38.3 µM]
> COC(=O)c1ccccc1NC(=O)C1CC(=O)N(c2ccc(F)cc2)C1 (stereo unspecified)
    -2.3%	13%	-4%	-3%	11%	-10%[46.1 µM]	25%[38.3 µM]
> Cc1cc(C)n2nc(Cc3ccccc3)nc2n1
    0.0%	10%	3%	-1%	-25%[11.4 µM]	3%[46.1 µM]	15%[38.3 µM]
> Cc1ccc(Cn2ncc3c(N4CCN(C)CC4)ncnc32)cc1
    2.2%	-20%	5%	5%	-21%	17%	25%
> Nc1n[nH]c(-c2cccc([N+](=O)[O-])c2)n1
    -1.0%	4%	-3%	8%	4%	14%	-6%
> COc1ccccc1NC(=S)N1CCNC(=O)C1CC(=O)Nc1cccc(C)c1 (stereo unspecified)
    1.0%	11%	·	-12%[9.22 µM]	·	0%	·
> O=C(O)c1ccc2c(c1)C(=O)N(c1cccc(C(=O)/C=C/c3ccccc3)c1)C2=O
    9.6%	6%	-3%	22%[9.22 µM]	11%	8%	-3%
> Cc1ccc(NC(=S)NCCCN2CCOCC2)cc1C
    -1.1%	9%	·	25%[9.22 µM]	-3%	14%	·
> O=C(NCc1ccc(F)cc1)Nc1ccc(Cl)cc1
    -1.1%	-1%	-2%	·	36%	0%	-3%
> CC1CCC(NS(=O)(=O)c2ccc3c(c2)n(C)c(=O)c(=O)n3C)CC1 (stereo unspecified)
    0.0%	-3%	-5%	3%	-2%	-9%[46.1 µM]	-16%[38.3 µM]
> C/C(=C\C(=O)c1ccccc1)Nc1ccc2c(c1)OCO2
    -1.0%	-3%	-3%	?	-9%	-26%	1%
> O=C(N/N=C/c1cccn1-c1ccc([N+](=O)[O-])cc1)c1cccnc1
    -1.6%	-9%	·	-26%[9.22 µM]	·	-44%	·
> CCOC(=O)C1=C(C)N=C2SC(C)C(=O)N2C1c1ccc(OCC)c(OCC)c1 (stereo unspecified)
    0.0%	6%	3%	12%	-5%	?	17%[38.3 µM]
> CCOC(=O)NC(N(O)c1cccc(Cl)c1)C(Cl)(Cl)Cl (stereo unspecified)
    -1.3%	0%	·	15%[9.22 µM]	-4%	?	·
> CCOc1ccccc1C(=O)NCC(=O)OCC(=O)N1C(C)CCCC1C (stereo unspecified)
    -5.0%	-12%	-1%	2%	7%	-7%[46.1 µM]	7%
> CCOc1ccc(NC(=O)Nc2cc(C)on2)cc1
    -1.0%	-1%	-3%	-14%	·	6%[46.1 µM]	6%[38.3 µM]
> CCSc1nnc(NC(=O)CN2C(=O)C3CC=CCC3C2=O)s1 (stereo unspecified)
    0.0%	-4%	3%	6%	5%	2%	5%
> COc1ccc(CN(C(=O)c2cccs2)c2ccccc2)cc1
    1.5%	?	-4%	3%[9.22 µM]	22%	35%	13%
> CCOC(=O)c1c(C)c(C(=O)N2CCCCCC2)c(C)n1C
    -5.4%	1%	-1%	-32%	30%[activator]	3%[46.1 µM]	-11%[38.3 µM]
> CCOC(=O)C(NS(=O)(=O)c1ccccc1)(C(F)(F)F)P(=O)(OCC(C)C)OCC(C)C (stereo unspecified)
    -0.3%	11%	1%	1%[9.22 µM]	·	-4%[46.1 µM]	34%[activator][38.3 µM]
> O=C(Cc1ccc(Br)cc1)OCC(=O)N1CCc2ccccc2C1
    1.3%	7%	3%	-6%	7%	4%[46.1 µM]	-3%
> COc1ccc(/C=C(\NC(=O)c2cccs2)C(=O)NCc2ccco2)cc1OC
    -1.0%	19%	·	5%[9.22 µM]	-8%	-1%	·
> COc1ccc(C2CC(=O)N3CN(c4ccc(C)c(Cl)c4)CSC3=C2C#N)cc1OC (stereo unspecified)
    1.7%	-1%	-1%	20%	·	-9%[46.1 µM]	?
> CCCn1c(SCC(N)=O)nc2c(c1=O)C1(CCCC1)Cc1ccccc1-2
    -1.1%	-2%	4%	-4%	1%	-10%[46.1 µM]	-10%[38.3 µM]
> CCOC(=O)c1c(NC(=O)COc2cccc3c2CCN(Cc2ccc(F)cc2)C3=O)sc2c1CCC2
    0.0%	-1%	2%	-1%	-16%	-7%[46.1 µM]	3%
> O=C(OCc1c(Cl)cccc1Cl)c1ccncc1
    -1.0%	5%	0%	-3%	20%	13%	2%
> CC(Oc1ccccc1)C(=O)NC1CC(C)(C)NC(C)(C)C1 (stereo unspecified)
    0.9%	6%	-1%	20%	5%	-4%[46.1 µM]	28%[38.3 µM]
> O=C(Cc1ccccc1)NCCS(=O)c1ccc(Cl)cc1 (stereo unspecified)
    -1.0%	-2%	0%	-18%	0%	3%[46.1 µM]	-11%[38.3 µM]
> C/C(=N\NC(=O)c1ccc(Br)cc1)c1cccc(NC(=O)c2cccnc2)c1
    -1.9%[10.1 µM]	-4%	-3%	24%[9.22 µM]	6%	-6%	5%
> COc1ccc(CCNC(N)=S)cc1OC
    5.4%	17%	-4%	1%	4%	15%	-3%
> COc1ccc(NC2CC(=O)N(c3cccc([N+](=O)[O-])c3)C2=O)cc1 (stereo unspecified)
    1.3%	-8%	-4%	-17%	·	-4%	-1%
> CCOC(=O)C1CCN(C(=O)Cn2cc3c(n2)CCC(C)C3)CC1 (stereo unspecified)
    0.0%	-14%	2%	-15%	4%	-7%[46.1 µM]	20%[38.3 µM]
> CN(C)CCNC(=O)c1cc2cc(Br)ccc2oc1=O
    -2.4%	3%	5%	0%	-18%	-21%[46.1 µM]	?
> Cc1ccc(-n2nnnc2SCC(=O)NNC(=O)c2ccc([N+](=O)[O-])cc2)cc1
    -4.4%	8%	3%	-15%	11%	-23%	14%
> Fc1cc(NCc2ccccc2)nc(NCc2ccccc2)n1
    0.0%	18%	1%	-16%	53%[activator]	-54%	21%
> COc1cccc(-c2nnc(SCC(=O)NCc3ccc4c(c3)OCO4)n2Cc2ccco2)c1
    -3.0%	0%	5%	14%[9.22 µM]	·	-4%[46.1 µM]	12%[38.3 µM]
> COc1cccc(OCC(=O)Nc2ccc(OC)c(OC)c2)c1
    -1.0%	3%	1%	12%	·	13%[46.1 µM]	27%[38.3 µM]
> CCCCC(=O)NC(=S)Nc1ccccc1N1CCCCC1
    1.1%	-2%	3%	-12%	5%	-31%	19%
> COc1ccc(CCNC(=O)CN2C(=O)NC(CCSC)C2=O)cc1 (stereo unspecified)
    ?	-15%	4%	4%	-1%	2%	-2%
> C=CCN1C(=O)/C(=C/C=C2/N(CC)c3ccc(S(=O)(=O)N(C)C)cc3N2CC)SC1=S
    17%	-20%	-25%	-9%	-12%	-44%	22%
> CC1Oc2ccccc2C=C1/C=N/NC(=O)[C@@H](C)NC(=O)OC(C)(C)C (stereo partly specified)
    -1.3%	9%	·	-26%[9.22 µM]	-2%	4%	·
> CC1=C(C(=O)OC2CCCC2)C(c2coc3ccccc3c2=O)C2=C(CCCC2=O)N1 (stereo unspecified)
    -0.3%	-18%	·	-17%	·	-19%	3%

# The list is partial. The share of hits here may be higher or lower than overall.
